Screens as filed in PubChem.
RSV CPE inhibition = RSV antiviral activity via CPE protection, HEp-2 cells, primary 10 µM value included (AID 2391); HEp-2 cells, RSV-induced CPE inhibition; higher % means a stronger effect; CPE inhibition, % at 10 µM; hits with a dose series show IC50 in µM; actives 0.13% (n = 310,000); in the data active means a potency from the dose series; inconclusive means CPE inhibition mostly from about 23% at the one dose, without a potency; inactive means the rest, 99 in 100 with CPE inhibition below about 21%; further: strong numbers were not always called active
NS5 inhibitors = flavivirus cap methylation enzyme inhibition – biochemical, confirmation dose response, primary screen (AID 588689). Dengue-2 NS5 methyltransferase capping enzyme assay, biochemical; higher % means a stronger effect. inhibition, % at 25 µM; hits with a dose series show IC50 in µM. actives 0.3% (n = 340,000); in the data active means a potency from the dose series; inconclusive means inhibition above about 29% without an active follow-up result
MgcRacGAP inhibition = MgcRacGAP GTPase-activating activity inhibitors, confirmation, biochemical, ADP Hunter fluorescence; MgcRacGAP-stimulated Rac1 GTP hydrolysis, ADP Hunter fluorescence; higher % means a stronger effect; GST-tagged Rac1 F28L mutant substrate; inhibition, % at 30 µM; hits with a dose series show IC50 in µM; actives 0.6% (n = 340,000); AID 624330;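 active means first-screen hits whose inhibition reached a set limit at any dose in the follow-up dose series; inconclusive means inhibition above the set first-screen limit but never retested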;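 further: fluorescence reports GDP produced by GAP-driven GTP hydrolysis; strong numbers were not always called active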
PhoP inhibition = inhibitors of PhoP regulon expression, primary screen, Salmonella Typhimurium, GFP reporter (AID 1863) | S. Typhimurium PhoP-regulated promoter GFP reporter, 4 h; higher % means a stronger effect | one-dose inhibition, % at 50 µM; IC50 in µM for titrated hits | actives 0.16% (n = 300,000);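 active means inhibition over 29.93%, a cutoff 3 SD above the screen mean, later confirmed by dose response; inconclusive means inhibition over 29.93% but no dose response follow-up; inactive means inhibition at most 29.93% or unconfirmed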;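 further: 0% = low Mg2+ inducing control and 100% = high Mg2+ repressing control; strong numbers were not always called active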
GPR35 antagonists = GPR35 antagonists blocking zaprinast-driven arrestin recruitment, primary screen, imaging, U2OS, beta-arrestin-GFP, zaprinast agonist (AID 2058); U2OS GPR35 beta-arrestin-GFP translocation imaging, zaprinast antagonism; higher % means a stronger effect; actives 0.052% (n = 290,000); one-dose inhibition, % at 10 µM; IC50 in µM for titrated hits;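 active means inhibition of at least 50% with at least 30 cells and total cytoplasm GFP at most 10,000,000; inconclusive means under 30 cells or total GFP of 10,000,000 plus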
SV40 large T antigen = TAg ATPase/helicase activity blockers – biochemical (AID 1903). SV40 large T antigen ATPase/helicase inhibition assay; higher % means a stronger effect. inhibition, % at 20 µM; hits with a dose series show IC50 in µM. actives 0.39% (n = 310,000); in the data active means a potency from the dose series; inconclusive means inhibition mostly from about 32% at the one dose, without a potency; inactive means the rest, 99 in 100 with inhibition below about 32%; further: strong numbers were not always called active
K1F lysis inhibition = inhibition of K1F phage lysis, E. coli UTI89, bacterial capsule biogenesis inhibitors, alamar blue (AID 488966); E. coli UTI89 K1F phage lysis, alamar blue, 2 h; higher % means a stronger effect; one-dose inhibition, % at 100 µM; IC50 in µM for titrated hits; actives 0.02% (n = 340,000);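 active means phage lysis inhibition, versus mean bacterial control, above a set limit; inconclusive means no clear call, values can overlap the other calls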;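 further: capsule biogenesis inhibitors block K1F phage lysis so surviving cells raise fluorescence; higher fluorescence means more inhibition of phage lysis; actives were called in the ten point dose series up to 300 µM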
GPR55 antagonists = inhibition of LPI-stimulated GPR55 beta-arrestin translocation – imaging, U2OS, beta-arrestin-GFP, LPI agonist, primary screen (AID 2013); inhibition, % at 10 µM; hits with a dose series show IC50 in µM; U2OS GPR55 beta-arrestin-GFP translocation imaging, LPI antagonism; higher % means a stronger effect; actives 0.13% (n = 290,000);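 active means spots per cell inhibited over 60%, with over 100 cells counted and total cytoplasm intensity under 500,000; inconclusive means wells with under 100 cells, flagged as likely toxic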;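 further: U2OS cells stably carrying GPR55 and arrestin-GFP stimulated by 5 µM LPI near EC80; imaged beta-arrestin-GFP aggregate spots per cell after agonist stimulation; plate controls were LPI-stimulated DMSO wells for no effect and DMSO wells without LPI for full effect; some results filed as inactive read as strong as hits; confirmed hits need IC50 under 10 µM and bright autofluorescent wells are also inconclusive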
HIV fusion peptide = cell-free HIV fusion peptide-binding blockers – biochemical, uHTS, fluorescence dequenching, primary screen (AID 1986); cell-free peptide binding, fluorescence dequenching, 30 min; higher % means a stronger effect; inhibition, % at 20 µM, or IC50 in µM where a hit was titrated; actives 0.3% (n = 290,000); in the data active means inhibition mostly above about 52%, no sharp cut-off; inactive means mostly below about 76%; further: some results filed as inactive read as strong as hits
An asterisk follows results filed as active; ? = inconclusive; / = not tested or not shown; [ ] = dose if it differs, or a comment.

Every second line gives: SV40 large T antigen | GPR55 antagonists | GPR35 antagonists | NS5 inhibitors | PhoP inhibition | RSV CPE inhibition | MgcRacGAP inhibition | K1F lysis inhibition | HIV fusion peptide
[1] CCC(c1nnc(SCC(=O)NC2CCCCC2)n1Cc1ccccc1)N(C)C (centres undefined)
  16% | / | / | -1% | -1% | -0.9% | 4% | 1.6%[50 µM] | /
[2] C=CCOc1ccc(C2C(C(=O)c3cccs3)=C(O)C(=O)N2c2nnc(C)s2)cc1 (centres undefined)
  / | / | / | ? | / | 1.7% | 8% | -0.7% | /
[3] COc1ccc(NC(=O)c2ccc3c(c2)OCO3)cc1[N+](=O)[O-]
  1% | -2% | 6% | -1% | 0% | 2.2% | 3% | 1.2% | 0.9%
[4] CC(=O)OC(C(=O)NC1CCCCC1)c1cccc(F)c1 (centres undefined)
  15% | 22% | 10% | -5% | -11% | 3.3% | 3% | -0.1% | -1.0%
[5] Cc1ccc(NC(=O)C(=O)NCCCN2CCCC2=O)cc1
  3% | / | / | -5% | -6% | 0.0% | 2% | 1.9%[50 µM] | /
[6] COc1cccc(C(=O)NNC(=O)c2cccc(F)c2)c1
  5% | -20% | -3% | 1% | -1% | 1.3% | 8% | -0.2% | -1.6%
[7] CC(C)NC(=O)c1ccc(CNC(=O)OCC(F)(F)F)cc1
  -2% | 8% | 8% | -2% | 1% | 0.5% | 6% | 3.6% | 10%
[8] COC(=O)N/N=C/c1ccc(/C=N/NC(=O)OC)cc1
  16% | -8% | -11% | 0% | 2% | 0.2% | 10% | -0.7% | 2.3%
[9] COC(=O)c1ccc(NC(=O)N2CCCC(C(=O)c3ccccc3OC)C2)cc1 (centres undefined)
  / | 6% | 11% | -7% | / | 0.8% | 2% | 0.3% | 0.5%
[10] CCOC(=O)c1cnn(-c2ccccc2)c1NC(=O)CN1CCCCC1
  5% | 10% | -4% | -6% | -7% | 1.1% | 12% | 0.8% | 0.6%
[11] CCOC(=O)Cc1csc(SCC(=O)NC2CCCC(C)C2C)n1 (centres undefined)
  -2% | 10% | 19% | 3% | -5% | 2.0% | 7% | 5.5% | -1.2%
[12] O=C(CSc1ccc2nnc(-c3ccccn3)n2n1)NCc1ccc2c(c1)OCO2
  1% | 16% | 4% | -6% | 4% | 1.5% | 7% | -0.7% | -1.6%
[13] CCCc1nnc(NC(=O)CC(C)c2ccccc2)s1 (centres undefined)
  10% | -6% | 9% | 6% | -2% | 1.0% | 10% | -1.9% | 1.9%
[14] COc1ccc(C(=O)c2c[nH]c(C(=O)NCCCN3CCOCC3)c2)cc1
  6% | -8% | 15% | -14% | 2% | -0.6% | 1% | -0.7% | 1.9%
[15] O=C(NCC(c1ccco1)N1CCCCC1)C(c1ccccc1)c1ccccc1 (centres undefined)
  10% | -3% | -20% | -6% | 5% | -2.4% | -6% | 0.4% | 3.2%
[16] CN(C)c1nc(Nn2cnnc2)nc(N(C)C)n1
  5% | 4% | -16% | 6% | -10% | 0.3% | 5% | 0.0%[50 µM] | 1.0%
[17] CC(C)(C)n1ncc2c(=O)n(CC(=O)NCc3ccccc3Cl)cnc21
  10% | -3% | 13% | 8% | -3% | 0.7% | 6% | 0.0% | 1.4%
[18] OC(COc1ccc(Br)cc1)CN1CCCC1 (centres undefined)
  7% | 7% | 2% | -1% | -12% | 0.1% | 11% | 0.2% | 1.9%
[19] COc1ccccc1CNc1ncnc2cc(OC)c(OC)cc12
  10% | 8% | 14% | -10% | -2% | 0.1% | 13% | 1.4% | 0.8%
[20] CC[C@H](C)[C@@H](C(=O)N1CCNCC1)n1cc([C@@H](N)Cc2ccc(O)cc2)nn1
  9% | 9% | 5% | -2% | -5% | 0.4% | 7% | 4.6% | 0.9%

Part of the list above, as tab-separated lines:
no.	Structure	SV40 large T antigen	GPR55 antagonists	GPR35 antagonists	NS5 inhibitors	PhoP inhibition	RSV CPE inhibition	MgcRacGAP inhibition	K1F lysis inhibition	HIV fusion peptide
1	CCC(c1nnc(SCC(=O)NC2CCCCC2)n1Cc1ccccc1)N(C)C (centres undefined)	16%	/	/	-1%	-1%	-0.9%	4%	1.6%[50 µM]	/
18	OC(COc1ccc(Br)cc1)CN1CCCC1 (centres undefined)	7%	7%	2%	-1%	-12%	0.1%	11%	0.2%	1.9%

Going on with the list.
Every second line gives: SV40 large T antigen | GPR55 antagonists | GPR35 antagonists | NS5 inhibitors | PhoP inhibition | RSV CPE inhibition | MgcRacGAP inhibition | K1F lysis inhibition | HIV fusion peptide
[21] Cn1c(=O)oc2ccc(C(=O)CSc3nnnn3-c3ccccc3)cc21
  2% | -5% | 0% | -8% | -3% | -0.2% | 13% | 0.2% | 1.3%
[22] COc1cc(NC(=O)CCS(=O)(=O)c2ccc3c(c2)oc(=O)n3C)cc(OC)c1
  8% | 4% | -1% | -3% | -3% | 0.3% | 4% | 0.1% | 1.6%
[23] COc1ccc(N(C(=O)c2ccco2)C(C(=O)NC2CCCC2)c2ccc(N(C)C)cc2)cc1OC (centres undefined)
  2% | -1% | -12% | 5% | 12% | 0.0% | 9% | 2.0% | -1.5%
[24] O=c1c(-c2ccc(Oc3ccccc3)cc2)[n+]([O-])c2ccccc2n1OCc1ccccn1
  -2% | -11% | 9% | -4% | -7% | 1.1% | 4% | -0.1% | -1.2%
[25] N#Cc1c(SCC(=O)O)nc(-c2ccccc2)c2c1CCCC2
  7% | 22% | 15% | 12% | 6% | 3.4% | 12% | -0.3% | 0.0%
[26] COc1ccc(Cn2c(=O)c3[nH]cnc3n(-c3ccc(C)cc3)c2=O)cc1
  19% | -4% | -4% | -5% | -8% | 1.1% | -4% | -0.8% | -0.3%
[27] Cc1ccc(C2(C(F)(F)F)N=C3Sc4cc(C)cc(C)c4N3C(=O)N2)cc1 (centres undefined)
  11% | 19% | -20% | -7% | 8% | 48% | 8% | -2.3% | 1.0%
[28] CCCCN(C(=O)CSc1nnc(-c2ccccc2)n1C)c1c(N)n(Cc2ccccc2)c(=O)[nH]c1=O
  12% | -4% | 5% | -1% | -5% | 0.4% | 1% | -3.0% | 0.4%
[29] COc1ccc(C(CNC(=O)C(C)c2ccc3cc(OC)ccc3c2)N(C)C)cc1 (centres undefined)
  6% | 0% | -8% | 5% | 12% | 0.9% | 5% | 0.1% | -1.4%
[30] CCCCn1c(SCC(=O)NCc2ccco2)nc2cc(S(N)(=O)=O)ccc21
  12% | 4% | 18% | 12% | 10% | 0.9% | 6% | -0.5% | -2.2%
[31] CC(=O)c1cc(NC(=O)c2ccc(C)cc2)c(=O)oc1/C=C/N(C)C
  10% | 22% | -8% | -59% | -11% | 5.7% | 13% | -0.1% | 26%
[32] Cc1ccc(NC(=O)CS(=O)CC(=O)N(c2ccccc2)C(C)C(=O)NC2CCCC2)cc1 (centres undefined)
  5% | 8% | 20% | -8% | 10% | -2.1% | 5% | 4.4% | 1.2%
[33] O=C(c1ccc(NS(=O)(=O)c2cccs2)cc1)N1CCOCC1
  6% | -5% | 1% | 1% | -3% | 1.3% | -2% | 1.7%[50 µM] | -1.2%
[34] O=C(/C=C/c1ccccc1)c1ccc2c(c1)OCO2
  19% | 14% | 8% | -11% | 4% | -0.8% | -7% | -2.2% | 0.6%
[35] CCSc1nsc(NC(=O)Nc2cccc(C(C)=O)c2)n1
  2% | -4% | -2% | 1% | 2% | 14% | 5% | 0.3% | 3.2%
[36] Cc1ccc(NC(=O)c2ccc(OC(=O)CCN3C(=O)c4ccccc4C3=O)cc2)cc1
  4% | 7% | -6% | 9% | -5% | 0.5% | 12% | 1.2% | 9.4%
[37] C#CCOCCOCCOCCNc1nc(N2CCN(C(=O)[C@H](CCC(=O)O)n3cc(C(N)Cc4ccc(O)cc4)nn3)CC2)nc(N2CCN(C(=O)[C@H](Cc3ccc(O)cc3)n3cc(C(N)CC(C)C)nn3)CC2)n1 (some centres undefined)
  / | -9% | 7% | / | -5% | / | / | / | -0.8%
[38] CCOC(=O)c1nc(Nc2ccc(C(=O)O)cc2)c2ccccc2n1
  17% | 19% | 7% | -9% | -9% | 0.8% | 11% | 0.1% | -0.7%
[39] Cc1cc(C)n2nc(C(=O)Nc3c(C)nn(Cc4ccc(F)cc4)c3C)cc2n1
  4% | -6% | -1% | 2% | 6% | 3.1% | 14% | 0.1% | -2.6%
[40] Cc1ccc(N=C2NC(=O)/C(=C/c3cn(C)c4ccccc34)S2)cc1C
  3% | 12% | -4% | 20% | 1% | 26% | 14% | 1.9% | 75%*
[41] CC(=O)C1=C(c2ccccc2)NC(=O)NC1c1ccc(O)c(Cl)c1 (centres undefined)
  11% | 1% | -7% | / | -2% | 7.0% | 12% | 1.9% | -1.9%
[42] CC(=O)Nc1cc(C(=O)NCc2ccco2)ccc1Sc1ccc(F)cc1
  6% | -12% | 5% | 6% | -1% | 2.1% | 3% | -1.1% | 0.5%
[43] CCCn1c(O)c(N=NC(=O)CNC(=O)/C=C/c2ccc(OC)cc2)c2ccccc21
  13% | 13% | 11% | -5% | -5% | 9.0% | 3% | 0.1% | -0.1%
[44] COc1ccc(C(C)(C)C)cc1NC(=O)c1ccc[n+]([O-])c1
  5% | -4% | 17% | -15% | 13% | 0.8% | 6% | -0.1% | -0.2%
[45] Cc1ccc(N2C(=O)CC(Sc3ncn[nH]3)C2=O)cc1C (centres undefined)
  13% | 7% | 4% | -20% | 15% | 0.2% | 8% | -0.3% | -2.1%
[46] CCOC(=O)N1CCN(C(=O)C2CCC(=O)N(Cc3ccc(Cl)cc3)C2)CC1 (centres undefined)
  23% | 26% | 8% | -2% | -6% | 1.6% | 4% | -0.1% | -0.8%
[47] N#CC[C@H](Cc1ccccc1)N1CCN(CCc2ccccc2)CCC1=O
  9% | -9% | 2% | -3% | -5% | -0.6% | 5% | 0.6% | 1.6%
[48] N#CC1=C(N)C(C#N)(C#N)[C@H](c2ccncc2)[C@H]2CC3(CC=C12)OCCO3
  12% | 7% | -1% | 8% | -10% | 0.6% | 0% | -0.4% | -1.5%
[49] CC(C)(C)C(=O)CSc1nc2ccccc2o1
  10% | 9% | 9% | -4% | -8% | -1.2% | 5% | -2.5% | -2.0%
[50] COc1ccc(C(=O)CNc2ccccc2Br)cc1
  1% | 2% | -3% | -3% | 12% | 2.3% | 7% | -0.1% | 0.0%
[51] C[C@@H](C(=O)NCCc1ccccc1)N1C(=O)N2CCc3c([nH]c4ccccc34)[C@@]2(C)C1=O
  8% | -3% | -6% | -1% | 0% | / | -3% | 2.8% | 0.4%
